Screening data deposited in PubChem BioAssay by several laboratories.
BoNT A protease: BoNT/A light chain protease inhibitors, primary screen, biochemical, flow cytometry, MLPCN library | 360,000 compounds, 0.17% hits | AID 588499, 2011 | multiplex microsphere protease substrate cleavage | Botulinum neurotoxin type A light chain protease (Clostridium botulinum A str. ATCC 3502) | inhibition, % at 10 µM; further: plate controls were buffer without enzyme for full effect and enzyme alone for no effect
BoNT-F LC inh: BoNT/F light chain protease inhibitors, primary screen, biochemical, flow cytometry, MLPCN library. Multiplex microsphere protease cleavage assay. inhibition, % at 10 µM. 360,000 compounds, 0.22% hits. AID 588497, 2011; in the data active means inhibition above about 35%, passing the limit was not always enough; inconclusive means no clear call, values can overlap the other calls; further: plate controls were buffer without enzyme for full effect and enzyme alone for no effect
GDH-TPI inh: GDH-TPI coupling enzyme inhibitors, primary screen, artefact control for M. tuberculosis FBA inhibitor project, biochemical, absorbance, full deck; AID 588335, 2011; 360,000 compounds, 1.2% hits; inhibition, % at 4.8 µM; GDH-TPI coupled enzyme counterscreen, NADH absorbance; in the data active means inhibition above about 30%;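 further: 0% = DMSO wells and 100% = wells lacking the enzyme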
PfHsp40 rescue: rescue of yeast from PfHsp40 toxicity, primary screen, S. cerevisiae, ATP luminescence; S. cerevisiae expressing PfHsp40, growth rescue; growth rescue, % at 12.5 µM; 340,000 compounds, 0.68% hits; in the data active means growth rescue above about 28%, passing the limit was not always enough; inconclusive means no clear call, values can overlap the other calls;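 further: yeast W303a lacking pdr1 and pdr3 grown in galactose medium; growth measured after three days at 30 °C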
FadD28 binding: inhibitors of FadD28 bisubstrate probe binding, primary screen, biochemical, fluorescence polarization, single point | inhibition, % at 12.5 µM | 360,000 compounds, 0.22% hits | Mycobacterium tuberculosis FadD28 fatty-acid-AMP ligase | AID 588549, 2011; in the data active means inhibition above about 8.5%, passing the limit was not always enough; inconclusive means no clear call, values can overlap the other calls
Mtb FBA inh: Mtb FBA enzyme inhibitors, primary screen, biochemical, fluorescence, strain H37Rv. Fructose-bisphosphate aldolase (Mycobacterium tuberculosis (strain ATCC 25618 / H37Rv)), …. purified M. tuberculosis FBA, fluorescence read-out. inhibition, % at 1 µM. 360,000 compounds, 2.3% hits. AID 588726, 2011; in the data active means inhibition above about 27%;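 further: 0% = vehicle and 100% = reference inhibitor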
Target sequence (P9WQA3 whole entry, looked up): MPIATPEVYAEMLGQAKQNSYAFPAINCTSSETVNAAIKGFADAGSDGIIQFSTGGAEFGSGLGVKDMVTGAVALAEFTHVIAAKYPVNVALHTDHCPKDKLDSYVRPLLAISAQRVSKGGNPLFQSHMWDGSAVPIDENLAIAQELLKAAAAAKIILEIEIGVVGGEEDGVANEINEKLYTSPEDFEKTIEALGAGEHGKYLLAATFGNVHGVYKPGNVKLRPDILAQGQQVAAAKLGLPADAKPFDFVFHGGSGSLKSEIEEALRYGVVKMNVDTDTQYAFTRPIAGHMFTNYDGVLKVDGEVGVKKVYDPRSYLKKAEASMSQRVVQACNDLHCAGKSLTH
Anthrax LF inh2: Bacillus anthracis LF protease inhibitors, primary screen, biochemical, multiplex microsphere, MLPCN library. Lethal factor (Bacillus anthracis), P15917. multiplex microsphere protease cleavage assay. inhibition, % at 10 µM. 360,000 compounds, 0.12% hits; further: plate controls were buffer without enzyme for full effect and enzyme alone for no effect
Mtb BioA inh: M. tuberculosis BioA enzyme inhibitors, primary screen, biochemical, plate reader, single point, HTS; purified M. tuberculosis BioA enzyme; AID 602481, 2012; 360,000 compounds, 0.096% hits; 7,8-diaminopelargonic acid synthase BioA (Mycobacterium tuberculosis); inhibition, % at 9.99 µM; in the data active means inhibition above about 40%; inconclusive means no clear call, values can overlap the other calls
Mtb UGM inh: M. tuberculosis UGM enzyme inhibitors, primary screen, biochemical, fluorescence polarization, single point. inhibition, % at 10 µM. 320,000 compounds, 0.06% hits. purified UGM, fluorescence polarization probe displacement; in the data active means inhibition above about 10%, passing the limit was not always enough; inconclusive means no clear call, values can overlap the other calls
Target sequence (P9WIQ1 whole entry, looked up): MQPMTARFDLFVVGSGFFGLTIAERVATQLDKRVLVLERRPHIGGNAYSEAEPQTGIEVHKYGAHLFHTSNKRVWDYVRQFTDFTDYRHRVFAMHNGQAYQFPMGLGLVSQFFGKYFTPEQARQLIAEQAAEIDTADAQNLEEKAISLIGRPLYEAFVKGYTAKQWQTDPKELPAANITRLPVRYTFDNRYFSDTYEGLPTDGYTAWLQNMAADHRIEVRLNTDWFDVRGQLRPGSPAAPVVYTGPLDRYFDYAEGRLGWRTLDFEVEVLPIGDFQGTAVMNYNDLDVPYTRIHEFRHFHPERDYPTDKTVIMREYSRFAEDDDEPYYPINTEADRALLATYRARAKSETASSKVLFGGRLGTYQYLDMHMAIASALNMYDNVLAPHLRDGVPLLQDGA
An asterisk follows results filed as active; ? = inconclusive; . = no result given. Unless noted, no stated cut-off is given here; in the data, active means inhibition above about 30%; inconclusive means no clear call, values can overlap the other calls; inactive means below that.

SMILES | BoNT A protease | BoNT-F LC inh | GDH-TPI inh | PfHsp40 rescue | FadD28 binding | Mtb FBA inh | Anthrax LF inh2 | Mtb BioA inh | Mtb UGM inh
Cc1cc(OCC(=O)c2ccc(Br)cc2)ccc1N1C(=O)CCC1=O | 0.2 | 5 | 0 | -0.6 | 0.9 | 3 | 3 | -0.3 | 1.1
O=C(O)CCCCNCc1ccccc1 | 0.3 | 4 | 3 | -1.2 | -4.6 | 1 | -2 | -0.1 | 1.4
O=C(CCn1cccn1)N1CCCC(N2CCN(c3cccc(Cl)c3)CC2)C1 (configuration not stated) | 2.5 | 4 | 4 | -1.3 | -2.0 | 1 | 0 | 6.0 | -5.7
O=C(COc1cccnc1[N+](=O)[O-])N1CCN(S(=O)(=O)c2ccc3ccccc3c2)CC1 | -0.3 | -4 | 3 | -1.6 | 0.0 | -1 | -1 | . | 1.4
S=C(NC1CC1)SCc1ccco1 | -0.5 | -1 | -5 | 0.1 | -3.2 | 3 | 1 | -1.1 | 1.3
O=C(Nc1ccccc1)c1cc(-c2ccccc2Cl)no1 | -0.7 | -1 | 0 | 1.1 | -2.2 | 0 | -2 | -0.5 | 0.3
COc1ccc(CC(C)NCCc2ccc(OC)c(OC)c2)cc1 (configuration not stated) | -0.9 | 0 | -16 | -0.8 | -0.2 | 2 | 0 | 2.5 | -1.6
O=[N+]([O-])c1cccc(COc2ccc(CN3CCCCC3)cc2)c1 | -0.4 | -2 | 4 | 0.5 | -2.1 | 0 | -2 | -0.5 | .
COC(=O)C1(O)CC(C(C)C)=NN1C(=O)c1ccccc1 (configuration not stated) | -0.6 | 0 | -3 | 45* | 0.3 | 2 | 2 | . | 1.1
CCN(CC(=O)Nc1c(F)cccc1F)C(=O)Cc1ccc2c(c1)CCC2 | . | . | 2 | -0.8 | -3.0 | 6 | . | -1.9 | 0.2
COc1ccc(C(=O)Nc2ccc(S(=O)(=O)Nc3cc(C)nc(C)n3)cc2)cc1OC | 0.2 | -6 | -9 | 0.4 | -5.0 | -2 | -4 | . | -1.7
CCOC(=O)C1(Cc2ccccc2)CCN(Cc2cccn2-c2cccnc2)CC1 | -0.2 | -3 | -6 | 4.3 | -1.5 | 3 | -1 | . | -0.5
O=[N+]([O-])c1ccc(Oc2cccc3cccnc23)c([N+](=O)[O-])c1 | 2.6 | -6 | 3 | 4.7 | -2.6 | -2 | 1 | . | -2.0
C(=N\Nc1ccc2nncn2n1)/c1ccco1 | 0.2 | 9 | 18 | -0.4 | -0.6 | 0 | -8 | . | -0.9
CCCNC(=O)C1(C)CCCN(C(=O)Cc2cccc(OC)c2)C1 (configuration not stated) | -0.2 | -4 | 0 | . | -2.5 | -2 | -2 | -1.4 | .
COc1ccc2c(c1)C(NC(C)=O)C(=O)N2CCc1ccccc1 (configuration not stated) | -0.1 | 2 | -4 | 0.9 | -4.0 | 2 | 3 | . | -2.0
O=C(Nc1ccccc1Cl)C1CC(=O)N(c2ccccc2)C1 (configuration not stated) | 0.2 | -10 | 7 | -0.8 | -5.4 | 1 | -4 | 1.9 | -0.5
c1cc2cc(CNc3nc(NCC4CC4)nc4ccsc34)ccc2o1 | -0.4 | -7 | 6 | . | -3.2 | -1 | 5 | -0.6 | .
COc1ccc(/C=C(/NC(=O)c2ccccc2)C(=O)N2CCCCC2)cc1OC | . | . | 15 | -0.1 | -3.7 | -2 | . | -2.1 | 0.7
CCc1ccccc1NC(=O)CNC(=O)CSC(=S)N1CCCC1 | -0.4 | 0 | 1 | -0.7 | -1.6 | 3 | -4 | 0.3 | -0.9

Another view of some results above:
SMILES,BoNT A protease,BoNT-F LC inh,GDH-TPI inh,PfHsp40 rescue,FadD28 binding,Mtb FBA inh,Anthrax LF inh2,Mtb BioA inh,Mtb UGM inh
CCCNC(=O)C1(C)CCCN(C(=O)Cc2cccc(OC)c2)C1 (configuration not stated),-0.2,-4,0,.,-2.5,-2,-2,-1.4,.
COc1ccc2c(c1)C(NC(C)=O)C(=O)N2CCc1ccccc1 (configuration not stated),-0.1,2,-4,0.9,-4.0,2,3,.,-2.0

(cont.)
SMILES | BoNT A protease | BoNT-F LC inh | GDH-TPI inh | PfHsp40 rescue | FadD28 binding | Mtb FBA inh | Anthrax LF inh2 | Mtb BioA inh | Mtb UGM inh
O=C(/C=C/c1cccc([N+](=O)[O-])c1)OCC1CCCO1 (configuration not stated) | -1.1 | 4 | -13 | -1.1 | -4.7 | -1 | 2 | 0.1 | -2.2
COc1ccc(S(=O)(=O)NCCOc2ccc(Cl)cc2)cc1 | -3.3 | -7 | -4 | 2.3 | -4.4 | 1 | 0 | -1.4 | -0.4
N#Cc1ccccc1Sc1ccccc1C(=O)NCC(c1ccco1)N1CCCCC1 (configuration not stated) | . | . | -9 | -0.5 | -2.9 | 0 | . | -0.7 | -4.4
COc1ccc(C(=O)CCN2CCN(c3ccccc3F)CC2)cc1 | 0.7 | 0 | -11 | 0.4 | -4.2 | -4 | -3 | . | -2.9
COc1ccc(N(CC(=O)NC2CCCCC2)C(=O)c2ccc(C)s2)c(OC)c1 | 1.8 | -4 | -1 | -1.5 | . | -1 | -3 | 3.7 | -2.0
O=C1CSc2cc(Cl)ccc2N1 | -0.1 | -4 | 4 | -1.4 | -2.3 | 1 | -3 | . | .
COC(=O)c1c(C)oc2ccc(N(C(=O)c3ccncc3)S(=O)(=O)c3ccccc3)cc12 | 2.2 | -4 | 5 | 0.7 | -3.2 | 3 | 3 | -3.2 | -3.4
Fc1ccc(CSc2ncnc3sc4c(c23)CCCC4)cc1 | 1.5 | 1 | -13 | 0.2 | -4.7 | -1 | -6 | 5.8 | -0.2
Cc1cc2oc(C(=O)Nc3ccc(S(=O)(=O)Nc4ncccn4)cc3)c(C)c2cc1Cl | -14 | -14 | 7 | -1.4 | 0.1 | -1 | -3 | 1.0 | -1.9
CC(=O)NCCNC(=O)[C@H](Cc1ccccc1)NC(=O)c1cccs1 | ? | -1 | -11 | 0.5 | -3.4 | 2 | -5 | -1.0 | -2.2
CCCCN(C(=O)C1CC(=O)N(Cc2ccc(C)cc2)C1)c1c(N)n(CC(C)C)c(=O)[nH]c1=O (configuration not stated) | -2.2 | -9 | 2 | -0.9 | -1.5 | -3 | 0 | -1.9 | -1.3
Cc1ccc(NC(=O)CN2C(=O)N/C(=C/c3ccc(C)o3)C2=O)cc1 | -0.4 | -1 | 27 | -0.2 | -3.2 | 4 | 0 | -0.5 | 0.7
COc1ccc(Cl)cc1S(=O)(=O)N(C)CC(=O)N1CCCC1 | -1.7 | ? | 3 | -1.2 | -2.2 | -3 | -12 | 2.3 | -1.9
CCOC(=O)C1CCN(C(=O)CN(c2ccc(OC)cc2)S(=O)(=O)c2c(C)noc2C)CC1 | -1.2 | -1 | 8 | -1.0 | 0.0 | 2 | 4 | -1.2 | 0.2
COc1ccc(/C=N/n2c(SC)nnc(C(C)(C)C)c2=O)cc1OC | -0.9 | -26 | 14 | -1.1 | ? | 0 | -10 | 4.0 | -1.0
COCCNC(=O)C(c1ccncc1)N(C(=O)c1sc(C)nc1C)c1cccc(C)c1 (configuration not stated) | 0.2 | -2 | -1 | 2.1 | 0.7 | 0 | 0 | . | -4.5
COc1ccc(CC(=O)OCC(=O)N2CCCc3ccccc32)cc1OC | 7.1 | 1 | 4 | 7.7 | -1.1 | 5 | -5 | . | -0.8
O=S(=O)(NCCc1ccccc1)c1ccc(Cl)nc1 | -0.9 | -14 | -8 | 2.0 | -0.4 | 0 | -5 | 0.3 | 0.8
O=C(COC(=O)c1cc(S(=O)(=O)N2CCOCC2)ccc1Cl)Nc1ccc(Cl)cn1 | 0.0 | 0 | 6 | . | -1.8 | 3 | 2 | -0.3 | .
O=C(COc1ccccc1F)Nc1ccc2c(c1)OCCO2 | 4.1 | 3 | 3 | -0.7 | . | 2 | -1 | . | -1.4

Looked up above:
For PfHsp40 rescue, `Cc1ccc(NC(=O)CN2C(=O)N/C(=C/c3ccc(C)o3)C2=O)cc1` shows -0.2
For BoNT A protease, `CCOC(=O)C1CCN(C(=O)CN(c2ccc(OC)cc2)S(=O)(=O)c2c(C)noc2C)CC1` shows -1.2
For BoNT A protease, `CCCCN(C(=O)C1CC(=O)N(Cc2ccc(C)cc2)C1)c1c(N)n(CC(C)C)c(=O)[nH]c1=O` (configuration not stated) shows -2.2

Later entries.
SMILES | BoNT A protease | BoNT-F LC inh | GDH-TPI inh | PfHsp40 rescue | FadD28 binding | Mtb FBA inh | Anthrax LF inh2 | Mtb BioA inh | Mtb UGM inh
CCCCCCC(C)n1cc(C(C)=O)c(=O)n(C)c1=O (configuration not stated) | -0.4 | -1 | -2 | -0.2 | 1.4 | -1 | 0 | . | -2.7
Cn1c(SCC(=O)NCc2cccs2)nnc1-c1ccncc1 | 0.2 | -14 | -2 | -1.5 | -3.2 | -6 | -9 | -0.6 | 0.8
CCOc1ccc(-n2c(N)c(C(=O)NCc3ccco3)c3nc4ccccc4nc32)cc1 | 12 | 19 | 18 | -0.9 | -0.8 | 52* | 10 | 0.8 | 4.0
CCN(CC)S(=O)(=O)N1CCC(C(=O)NCc2ccc3c(c2)OCO3)CC1 | 0.7 | -4 | -5 | -0.4 | -3.5 | 2 | 0 | 0.9 | .
Cc1nnc(C)n1/N=C/c1ccccc1 | 0.3 | 4 | 1 | 0.3 | -0.8 | 1 | -2 | -0.1 | 3.4
CCC(Sc1nc2ccsc2c(=O)n1Cc1ccc(C(=O)O)cc1)C(=O)Nc1ccc(C)c(Cl)c1 (configuration not stated) | 0.6 | 0 | 2 | 0.5 | -2.2 | 3 | -1 | 10 | 2.0
Cc1ccc(-c2cc(C(=O)N3CCOCC3)c3ccccc3n2)o1 | 0.1 | 3 | 22 | 0.0 | -0.4 | 120* | 5 | . | 1.7
COc1cccc(-n2c(SCc3c(C)noc3C)nnc2-c2cccc(S(=O)(=O)N(C)C)c2)c1 | 0.6 | 10 | 6 | -0.5 | -2.5 | 4 | 2 | -1.4 | 2.7
CCC(Oc1ccccc1)C(=O)NCCCN1CCOCC1 (configuration not stated) | -2.3 | -1 | 2 | 3.3 | -0.7 | 5 | -3 | -0.7 | 3.5
Cn1cncc1C#Cc1c(C=O)[nH]c2ccccc12 | 1.0 | 0 | 25 | -0.7 | 1.5 | 4 | -5 | -0.2 | 0.5
CCCCOC(=O)CSC1=C(C#N)C(c2ccc3c(c2)OCO3)CC(=O)N1 (configuration not stated) | 0.8 | -9 | 0 | 0.4 | -0.1 | -5 | 4 | 1.5 | 0.8
O=C(Nc1nc(-c2ccccn2)cs1)c1cccc(S(=O)(=O)N2CCOCC2)c1 | 2.5 | -3 | 13 | 1.0 | -1.1 | -2 | 1 | -2.5 | -2.6
CCC(C)[C@H](NC(=O)N1CCC(Cc2ccccc2)CC1)C(=O)O (some centres not stated) | -4.0 | 1 | 7 | -3.0 | -2.0 | 3 | -1 | -0.1 | 0.5
COc1ccc(OC)c(-c2c3c([nH]c(=S)c2C#N)CCCC3)c1 | 2.6 | 0 | -7 | 10 | -4.5 | 2 | -4 | . | -0.3
O=C(COC(=O)C1CCN(c2ccc(C(F)(F)F)cn2)CC1)c1ccc(F)cc1 | 7.4 | 6 | 3 | 0.4 | 0.4 | 5 | -4 | -0.8 | -0.6
O=C(CSCc1c(F)cccc1Cl)NCCSCc1ccco1 | -1.0 | 2 | 14 | 0.3 | -2.7 | 3 | -7 | 1.1 | 2.0
CCN(CC)c1cc(C)c2cc(NC(=O)c3ccccc3OC)ccc2n1 | 1.4 | -3 | 9 | 1.4 | -3.7 | 10 | -1 | -0.9 | 1.1
